Screens as filed in PubChem.
Wnt act = Wnt/beta-catenin pathway activators, primary screen, cell-based, plate reader, single point. actives 1.2% (n = 300,000). Wnt/beta-catenin reporter cell assay, activator. AID 743398, 2014. activation, % at 9.35 µM; in the data active means activation above about 30%, passing the limit was not always enough;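 further: 0% = neutral control wells and 100% = positive control wells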
HTR5A inv ag = HTR5A inverse agonists in luminescence cell assay, primary screen, counter-screen for OPRM1-OPRD1 heterodimer inverse agonist project, full-deck HTS | 5-hydroxytryptamine receptor 5A (Homo sapiens), P47898 | actives 0.083% (n = 340,000) | inhibition, % at 9.3 µM | AID 504634, 2011 | HTR5A cell line, inverse agonism; in the data active means inhibition mostly above about 23%, no sharp cut-off; inactive means mostly below about 18%;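 further: 0% = cells with DMSO and 100% = no-cell wells with DMSO; some compounds called inactive have numbers as strong as hits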
Target sequence (P47898 whole entry, looked up): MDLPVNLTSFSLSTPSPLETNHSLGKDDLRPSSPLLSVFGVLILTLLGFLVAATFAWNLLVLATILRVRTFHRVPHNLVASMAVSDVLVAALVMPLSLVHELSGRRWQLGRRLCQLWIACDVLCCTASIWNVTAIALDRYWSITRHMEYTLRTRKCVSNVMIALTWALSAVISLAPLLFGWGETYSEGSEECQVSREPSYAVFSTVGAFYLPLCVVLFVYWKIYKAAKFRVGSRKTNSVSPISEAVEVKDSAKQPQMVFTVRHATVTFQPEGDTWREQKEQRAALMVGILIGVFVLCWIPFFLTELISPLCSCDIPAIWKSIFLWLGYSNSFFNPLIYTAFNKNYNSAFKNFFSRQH
V-ATPase pHluor = regulators of yeast V-ATPase proton pumping, primary screen, pHLuorin cytosolic pH fluorescence; AID 504577, 2011; actives 0.37% (n = 350,000); S. cerevisiae; response, % at 10 µM; in the data active means response mostly above about 7.3%, no sharp cut-off; inactive means mostly below about 5.4%; further: actives read high; inactives centre near 0; some compounds called inactive have numbers as strong as hits; reference of the scale not given here
CDK5 inh = inhibitors of human CDK5/p35 kinase, primary screen, biochemical, single concentration. Recombinant CDK5/p35, ADP-Glo luminescence, 60 min. actives 0.01% (n = 330,000). inhibition, % at 10 µM;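 active means highest replicate inhibition of at least 50% and at least 75% of replicates reaching 50%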;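 further: plate controls were DMSO neutral control for no effect and GW8510 at 10 µM for full effect; many of its hits are not listed in these tables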
Target sequence (Q00535 whole entry, looked up): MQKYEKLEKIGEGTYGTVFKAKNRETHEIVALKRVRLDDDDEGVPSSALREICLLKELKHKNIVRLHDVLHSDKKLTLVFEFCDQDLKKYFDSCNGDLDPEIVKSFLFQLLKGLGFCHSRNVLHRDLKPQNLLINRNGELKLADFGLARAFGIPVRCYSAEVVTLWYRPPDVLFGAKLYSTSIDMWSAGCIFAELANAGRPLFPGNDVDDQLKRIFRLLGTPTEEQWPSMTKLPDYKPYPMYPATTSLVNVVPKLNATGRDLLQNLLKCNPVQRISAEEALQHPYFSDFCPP
Target sequence (Q15078 whole entry, looked up): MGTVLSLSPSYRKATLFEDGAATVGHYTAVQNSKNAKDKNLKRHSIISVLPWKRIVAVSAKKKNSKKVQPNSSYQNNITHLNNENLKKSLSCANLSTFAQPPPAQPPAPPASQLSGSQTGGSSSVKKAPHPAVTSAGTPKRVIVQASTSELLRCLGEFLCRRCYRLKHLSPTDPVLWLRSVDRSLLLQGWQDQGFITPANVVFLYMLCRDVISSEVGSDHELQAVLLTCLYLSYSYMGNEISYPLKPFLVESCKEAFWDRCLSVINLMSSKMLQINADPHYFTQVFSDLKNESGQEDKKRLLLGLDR
SR-BI HDL uptake = inhibitors of SR-BI mediated HDL lipid uptake, primary screen, ldlA[mSR-BI] cells, fluorescence, single point; inhibition, % at 12.5 µM; AID 488896, 2010; ldlA[mSR-BI] CHO cells, DiI-HDL uptake fluorescence, 3 h; Scavenger receptor class B member 1 (Mus musculus), Q61009; actives 0.96% (n = 320,000);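 active means mean replicate inhibition of at least 70% and a set share of replicates each scoring 70 or more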;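 further: 0% = median of neutral control wells and 100% = median of positive control wells; values of inactives mirror those of a sister screen read the other way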
NSD2 HMT inh = NSD2 histone methyltransferase inhibitors, primary screen, biochemical, AlphaScreen, single concentration, set 2; NSD2 peptide methylation, 120 min; actives 0.54% (n = 310,000); AID 743445, 2014; inhibition, % at 12.5 µM; Histone-lysine N-methyltransferase NSD2 (Homo sapiens), O96028; in the data active means inhibition above about 50%
dFosB act = activators of delta FosB homodimer, primary screen, biochemical, fluorescence polarization, TAMRA-CDK5 oligo, single point. Protein FosB (Mus musculus), P13346. purified delta FosB; percent of positive-control signal above neutral wells. activation, % at 25 µM. actives 0.99% (n = 340,000). AID 493131, 2011;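 active means mean activation above about 17%, with every replicate also reaching it, limit read from the data, passing the limit was not always enough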;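 further: fluorescence polarization rise as delta FosB binds a TAMRA Cdk5 AP-1 oligo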
PvdQ acylase = P. aeruginosa PvdQ acylase inhibitors, primary screen, biochemical, fluorescence, plate reader and imaging, single point; inhibition, % at 10 µM; actives 0.063% (n = 340,000); purified PvdQ acylase; in the data active means inhibition above about 30%, passing the limit was not always enough;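 further: 0% = vehicle neutral wells and 100% = reference inhibitor wells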
HTR5A ag ctr = HTR5A agonists in luminescence cell assay, primary screen, counter-screen for OPRM1-OPRD1 heterodimer agonist project, full-deck HTS; 5-hydroxytryptamine receptor 5A (Homo sapiens), P47898; cell-based; activation, % at 9.3 µM; actives 0.61% (n = 340,000); AID 504692, 2011; in the data active means activation mostly above about 9.5%, no sharp cut-off; inactive means mostly below about 7.6%;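 further: 0% = cells with vehicle only and 100% = reference agonist; strong numbers were not always called active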
MITF act = activators of MITF-driven TRPM1 promoter reporter, primary screen, cell-based, SK-MEL-5, luciferase, single point; activation, % at 12.5 µM; SK-MEL-5 TRPM1-promoter luciferase, 24 h; % of positive control, neutral wells = 0; AID 588334, 2011; actives 0.75% (n = 300,000);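 active means mean activation of at least 80% with every replicate also reaching 80%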;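 further: 0% = neutral control wells and 100% = parthenolide positive control wells; values of inactives mirror those of a sister screen read the other way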
Numbers without * were called inactive; / = no result given.

Results follow in this order: MITF act	PvdQ acylase	NSD2 HMT inh	Wnt act	SR-BI HDL uptake	HTR5A ag ctr	dFosB act	HTR5A inv ag	CDK5 inh	V-ATPase pHluor
#1 O=C1C=C(c2ccc(Cl)nc2)C[C@@H](c2ccc3c(c2)OCO3)C1
→ 10	-1	/	2	9	2	-5	-9	-0.8	11
#2 COc1ccc(CNC(=O)c2ccc(CS(=O)c3ccccc3)o2)cc1 (stereo not given)
→ -1	-13	-3	-1	-19	0	-11	0	0.3	2
#3 CCOc1cc(C(N)=O)cc(OCC)c1OCC
→ -6	-2	-1	-4	-19	-2	-4	-17	0.3	1
#4 Cc1cccc(Nc2nnc(SC/C(O)=C(\C#N)c3nc4ccccc4[nH]3)s2)c1
→ 3	9	30	/	4	-2	-10	-14	-1.0	-7
#5 CCN1/C(=C2\C(=O)N(C)C(=S)N2C)C=Cc2cc(OC)ccc21
→ -9	-11	3	1	-33	2	-9	2	-0.7	-1
#6 CCOc1cc(N2CCOCC2)c(OCC)cc1NC(=O)c1cc(-c2ccco2)nc2ccccc12
→ -15	1	0	-5	79*	24*	-1	-24	-1.5	6
#7 Cc1ccc(S(=O)(=O)N2CCCSCC2)cc1
→ 3	-13	-3	/	17	0	1	0	0.6	4
#8 N#Cc1ccc(COn2nnc3ccccc32)cc1
→ 41	-12	0	3	-2	4	-5	-12	1.0	0
#9 O=C(NCCc1ccccc1Cl)C1CC(=O)N(C2CCCCC2)C1 (stereo not given)
→ -2	-17	-6	-2	/	3	-8	1	1.2	-1
#10 O=C(Nc1ccc(SC(F)F)cc1)c1cccc2nc3ccccc3nc12
→ -47	-2	-2	2	24	6	2	-17	-0.3	0
#11 COc1ccccc1CNC(=O)C(CC(C)C)NS(=O)(=O)c1ccc2c(c1)oc(=O)n2C (stereo not given)
→ /	-17	/	-2	6	8	-1	-25	-14	1
#12 O=C(/C=C/c1ccc(F)cc1)NC(=S)NNC(=O)c1cccnc1
→ -13	8	-2	1	-33	-1	-9	3	2.3	1
#13 O=C(Cc1cccs1)N/N=C\c1ccc(O)cc1
→ 37	1	1	1	-6	0	3	-14	-0.7	-2
#14 COc1cc(/C=C2/NC(=O)NC2=O)cc(Br)c1OCc1ccc(C(=O)O)cc1
→ -2	-5	-2	-1	0	-6	-8	17	-4.4	-1
#15 CC1(C)CC(=O)C(/C=N/n2cnc3ccccc3c2=O)=C(O)C1
→ /	-10	3	/	8	0	1	0	0.1	-5
#16 CCCCNC(=O)COC(=O)c1cc2c(C)nn(-c3ccccc3)c2s1
→ -6	-26	-1	/	5	-1	-5	3	1.3	-3
#17 O=C(N/N=C/c1c(Cl)cccc1Cl)c1cccc(F)c1
→ 46	-17	2	-1	-5	3	5	3	1.3	2
#18 O=C(OCc1ccccc1)/C(=C(\O)c1ccccc1Br)c1ccc(-c2ccccc2)cn1
→ 19	-11	/	-1	32	4	-5	-10	-1.4	-2
#19 CN(C(=O)COC(=O)c1cccnc1Cl)C1CCCCC1
→ 50	-11	-2	0	-3	-2	8	9	-2.2	-7
#20 O=C(NCCCN1CCOCC1)c1ccc2c(c1)N(Cc1ccccc1)C(=O)c1ccccc1S2=O (stereo not given)
→ -4	6	0	-1	5	-1	-5	3	/	-7
#21 CCOC(=O)COc1cccc2c(=O)n(CC(=O)NCc3ccc4c(c3)OCO4)ccc12
→ -29	1	/	-4	-16	9	-5	-29	-0.5	-1
#22 Cc1ccc2c(C)c(C(=O)N(Cc3ccncc3)CC3CCCO3)oc2c1C (stereo not given)
→ 14	6	3	6	31	1	1	-3	0.2	-6
#23 CC(Cc1ccccc1)N1CCCC1=O (stereo not given)
→ -4	-1	-1	-2	-19	1	-6	-2	1.6	0
#24 CCN(CC)S(=O)(=O)c1ccc(OC)c(NC(=O)COc2ccccc2[N+](=O)[O-])c1
→ -9	-10	-3	-1	14	1	-3	-57	0.8	-2
#25 COc1ccc(-c2c(-c3cc(OC)cc(OC)c3)n(C)c3ccc(-c4ccc(SC)cc4)cc23)cc1
→ 21	-10	/	12	-32	1	3	-10	0.8	-4
#26 O=C(OCCN1CCCC1=O)c1cc(F)c(F)c(F)c1F
→ -1	-1	-2	-1	10	2	3	-5	-1.2	-2
#27 CC(C)C(=O)Nc1c2c(nc3ccccc13)N(C)CC2
→ /	-6	-3	20	-7	3	6	-1	0.3	-1
#28 COC(=O)CNC(=O)C1Nc2ccc(OC(F)(F)F)cc2C2C=CCC12 (stereo not given)
→ -4	6	/	-4	-10	7	4	0	2.4	-2
#29 Cc1cc(C)n(CCCNC(=O)c2ccc(C)c(S(=O)(=O)N3CCOCC3)c2)n1
→ 0	-4	10	-3	-6	-2	-8	4	-0.2	-1
#30 O=C(N/N=C\c1cc2c(cc1Cl)OCO2)c1cccs1
→ 21	-8	-4	6	20	2	-1	19	-1.8	2
#31 COc1ccccc1-c1csc2ncnc(Sc3nnnn3C)c12
→ -3	-2	/	2	-13	0	-1	-21	2.7	2
#32 COC(=O)c1ccc(CNC(=O)CSC(C)C(=O)Nc2cc(C)on2)cc1 (stereo not given)
→ 5	-22	2	-3	-7	3	1	-8	-0.7	-1
#33 CCCCNC(=O)Nc1ncn[nH]1
→ -8	-25	-5	-1	-12	-1	-2	4	1.6	3
#34 O=C1C2CCCN2C(c2ccc(Br)cc2)N1c1ccc(F)cc1 (stereo not given)
→ 0	-10	/	-2	-6	0	-10	-1	1.5	-2
#35 Cc1ccc(-n2c(C)cc(C=C3C(=O)CC(C)(C)CC3=O)c2C)cc1
→ 7	10	0	2	-26	2	-4	28	-1.0	-2
#36 OC(CSc1ccccc1Cl)CN1CCN(c2ccccc2F)CC1 (stereo not given)
→ 3	-10	11	/	22	0	4	-47	-1.0	4
#37 COc1cccc(/C=C/C(=O)Nc2ccc3c(c2)OCCO3)c1
→ 30	-13	-3	13	61	7	-11	-19	-4.1	-1
#38 O=C(O)C1C2CCC(O2)C1C(=O)Nc1ccc(OC(F)F)cc1 (stereo not given)
→ 7	-16	-2	0	44	11	-5	-31	-3.5	-2
#39 CS(=O)Cc1cc(Sc2ccccc2)nc(-c2ccncc2)n1 (stereo not given)
→ 4	8	-3	-2	-17	2	-3	-6	0.5	3
#40 Cc1ccc(S(=O)(=O)N2CCCC2CNC(=O)C(=O)NC2CCCC2)cc1 (stereo not given)
→ -4	-6	-1	4	-2	4	-5	-12	0.7	1
#41 O=C(c1ccc(F)cc1)N(C(=O)c1ccc(F)cc1)c1ncccn1
→ -7	-17	21	0	-22	-3	-1	7	-0.5	4
#42 CC1=C(C(N)=O)C(c2ccc(Cl)cc2Cl)n2ncnc2N1 (stereo not given)
→ -11	-14	-6	-4	-14	-5	-4	14	0.8	-1
#43 CN1CCN(Cc2cn[nH]c2-c2ccc(F)cc2F)[C@@H](c2ccccc2)C1
→ -3	15	-1	1	-8	1	-8	-2	-1.0	4
#44 CCCOc1ccc(N2C(=O)CC(N3CCN(S(=O)(=O)c4ccccc4)CC3)C2=O)cc1 (stereo not given)
→ /	-14	-1	-4	5	-4	-10	-47	-0.4	0
#45 Cc1cccc(C(=O)NCC(c2ccco2)N(C)C)c1 (stereo not given)
→ 8	15	-4	1	-12	-1	-1	2	0.2	1
#46 Cc1cccc(NC(=O)COc2cccc3c2CCN(Cc2ccccc2)C3=O)c1C
→ 11	-6	-1	-2	3	4	-2	11	0.0	-15
#47 Cn1cccc1C(=O)OCC(=O)N1c2ccccc2NC(=O)C1(C)C
→ -1	-15	-2	-2	-25	-2	-3	-19	0.2	-3
#48 O=C(CC1OC(=O)c2ccccc21)Nc1ccccc1N1CCOCC1 (stereo not given)
→ -12	0	-1	1	/	4	5	-9	1.0	-2
#49 COc1ccc(NS(=O)(=O)c2cc3c(cc2C)N(C(C)=O)CCO3)c(OC)c1
→ /	-15	/	0	4	-4	-1	13	-0.9	-1
#50 OCCN1CCN(c2nc(-c3ccccc3O)nc3ccccc23)CC1
→ -1	18	-1	4	-1	2	24*	-7	3.2	0
#51 CCSc1nnc(NC(=O)CSc2nc(C)cc(C)n2)s1
→ 3	-8	0	/	-17	1	1	-3	0.8	1
#52 CC(C)CN1CCC(CN(C)Cc2nc(-c3cnccn3)no2)CC1
→ 4	0	/	3	/	-1	2	-39	0.9	2
#53 CN(C)C(=O)CSc1ccccc1C(=O)OCC(=O)NC1CC1
→ -3	-9	/	-2	8	3	7	-6	-0.1	0
#54 CCOC1=CC(=O)N(Cc2ccccc2)C1
→ /	-14	-4	0	9	2	0	14	-0.1	1
#55 Cc1cc(=O)oc2c3c(cc(OCC(=O)Nc4cccnc4)c12)OC(C)(C)CC3
→ -7	-8	/	-1	68	-3	-5	-8	-1.4	-1
#56 Cn1c(SCC(=O)N2CCOCC2)nc(O)cc1=O
→ 8	2	1	-3	-12	8	-4	-21	0.0	-4

Rewritten in transposed form: part of the list above
[33] CCCCNC(=O)Nc1ncn[nH]1
[34] O=C1C2CCCN2C(c2ccc(Br)cc2)N1c1ccc(F)cc1 (stereo not given)
[35] Cc1ccc(-n2c(C)cc(C=C3C(=O)CC(C)(C)CC3=O)c2C)cc1

screen / no.,33,34,35
MITF act,-8,0,7
PvdQ acylase,-25,-10,10
NSD2 HMT inh,-5,/,0
Wnt act,-1,-2,2
SR-BI HDL uptake,-12,-6,-26
HTR5A ag ctr,-1,0,2
dFosB act,-2,-10,-4
HTR5A inv ag,4,-1,28
CDK5 inh,1.6,1.5,-1.0
V-ATPase pHluor,3,-2,-2
